High-throughput results as filed in PubChem.
SENP8 inh: inhibitors of human SENP8 protease | inhibition, % at 20 µM | recombinant SENP8, Nedd8 substrate fluorescence | 0.64% of 360,000 active | Q96LD8; in the data active = inhibition mostly above about 40%, no sharp cut-off; inactive = mostly below about 27%
Target sequence (Q96LD8 whole entry, looked up): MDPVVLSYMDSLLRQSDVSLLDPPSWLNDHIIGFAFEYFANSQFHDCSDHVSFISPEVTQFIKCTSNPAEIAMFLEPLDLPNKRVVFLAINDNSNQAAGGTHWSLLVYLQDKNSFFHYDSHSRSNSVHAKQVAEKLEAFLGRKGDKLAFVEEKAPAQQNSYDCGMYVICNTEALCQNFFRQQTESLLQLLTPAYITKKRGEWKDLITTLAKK
GRIN3A LBD mod: modulates the human NR3A ligand-binding domain | NR3A LBD differential scanning fluorimetry, Tm shift; 0% = protein alone, 100% = glycine-bound protein | 2.5% of 340,000 active | Tm shift relative to glycine control, % at 25 µM;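 active = melting temperature shift of at least 10% of the positive control shift, at one fixed dose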
HKDC1 inh: blocks human hexokinase HKDC1 activity; recombinant HKDC1, G6PDH/diaphorase resazurin coupled fluorescence; inhibition, % at 20 µM; 0.16% of 340,000 active;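 active = inhibition above about 35% when tested at 20 µM, limit read from the data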;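 also: plate controls were DMSO wells with enzyme for no effect and DMSO wells lacking enzyme for full effect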
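test system = in-house recombinant HK5 (HKDC1) enzyme | amount = HKDC1 at 5 µg/mL | control set = DMSO-enzyme wells negative, buffer-substituted wells positive | compound = one dose of 20 µM, 1% DMSO | schedule = reaction time 90 min, room temperature, protected from light | technique = resorufin fluorescence at 613 nm | reagent = glucose with 1 mM ATP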
PfGluPho inh: PfG6PD (Plasmodium falciparum) enzyme inhibition | PfGluPho enzyme, NADPH resazurin-diaphorase fluorescence | inhibition, % at 20 µM | 0.78% of 350,000 active | AID 504690;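 active = inhibition reaching at least a set limit at 20 µM in the primary screen, cut at about 59% in these data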;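 also: 0% = DMSO wells with substrate and 100% = DMSO wells lacking glucose-6-phosphate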
MPTP block: blocks calcium-induced mitochondrial swelling. 1.4% of 360,000 active. AID 602449. isolated mouse mitochondria, Ca2+ swelling absorbance, 30 min. inhibition, % at 10 µM;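 active = inhibition of 50% or more, scaled per plate between neutral and stimulator controls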;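 also: 0% = DMSO wells given calcium and 100% = 1 mM EGTA wells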
SENP6 block: blocks the human protease SENP6; Recombinant SENP6 catalytic domain, aminoluciferin luminescence; inhibition, % at 10 µM; 1.8% of 330,000 active;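 active = inhibition above about 50% at the single tested dose, limit read from the data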;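 also: plate controls were DMSO wells with enzyme for no effect and DMSO wells lacking enzyme for full effect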
Target sequence (Q9GZR1 628-1112 limits assumed): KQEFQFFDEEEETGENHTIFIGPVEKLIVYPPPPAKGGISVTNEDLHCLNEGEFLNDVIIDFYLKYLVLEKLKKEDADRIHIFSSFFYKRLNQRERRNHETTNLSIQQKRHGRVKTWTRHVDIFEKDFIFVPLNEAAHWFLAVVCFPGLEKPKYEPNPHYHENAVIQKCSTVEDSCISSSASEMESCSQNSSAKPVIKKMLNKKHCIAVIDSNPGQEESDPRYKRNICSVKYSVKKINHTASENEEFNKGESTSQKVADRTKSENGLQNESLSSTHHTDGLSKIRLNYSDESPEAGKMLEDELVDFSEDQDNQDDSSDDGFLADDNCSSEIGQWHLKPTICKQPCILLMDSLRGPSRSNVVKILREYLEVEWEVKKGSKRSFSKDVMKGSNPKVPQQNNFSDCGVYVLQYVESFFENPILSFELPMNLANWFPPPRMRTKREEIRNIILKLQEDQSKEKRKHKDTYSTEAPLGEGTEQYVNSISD
ATG4B inhibitor: inhibitors of human ATG4B cysteine protease. 0.51% of 340,000 active. inhibition, % at 8.33 µM. ATG4B cleavage of LC3-PLA2, NBD-HPC fluorescence, 1 h. AID 504462; in the data active = inhibition above about 40%
SENP7 inh: blocks the human protease SENP7; Q9BQF6; recombinant SENP7, Z-RLRGG-aminoluciferin luminescence, 40 min; inhibition, % at 5 µM; 1.5% of 330,000 active; AID 434973;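 active = inhibition above about 50% at the single test dose, limit read from the data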;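 also: plate controls were DMSO with enzyme for no effect and no enzyme buffer wells for full effect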
Target sequence (Q9BQF6 706-1050 limits assumed): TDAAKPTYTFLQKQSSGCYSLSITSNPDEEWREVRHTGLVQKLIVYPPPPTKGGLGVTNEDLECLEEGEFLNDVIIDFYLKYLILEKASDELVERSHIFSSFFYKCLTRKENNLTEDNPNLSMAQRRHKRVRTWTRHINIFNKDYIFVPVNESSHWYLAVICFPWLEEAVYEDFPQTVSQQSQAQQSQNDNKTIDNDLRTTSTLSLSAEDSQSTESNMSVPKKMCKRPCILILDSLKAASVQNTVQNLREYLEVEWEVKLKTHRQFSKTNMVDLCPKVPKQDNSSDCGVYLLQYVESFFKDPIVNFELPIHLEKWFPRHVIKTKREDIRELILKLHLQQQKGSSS
Numbers without * were called inactive; · = no result given.

Results follow in this order: SENP8 inh	GRIN3A LBD mod	HKDC1 inh	PfGluPho inh	MPTP block	SENP6 block	ATG4B inhibitor	SENP7 inh
CC(C)(C)c1ccc(CS(=O)CC(O)CO)cc1 (stereo unspecified)
  5	-3	0	-2	-1.0	-4	-7	-1
O=[N+]([O-])c1cccc2ccc(/C=C/c3cccc(Br)c3)nc12
  22	23*	6	15	-0.4	-12	-9	-6
C=CCc1cc(C=O)cc(OC)c1OCc1ccc(C(=O)O)cc1
  -2	-1	19	-19	0.4	4	13	11
COc1ccccc1C(=O)NC(CCSC)C(=O)NCC(c1cccs1)N(C)C (stereo unspecified)
  0	0	-3	2	-1.1	15	7	-6
COc1cccc(NC(=O)Nc2nnc(CC(=O)NCc3ccccc3)s2)c1
  19	-5	-11	-11	5.4	-16	-6	2
O=C(CCCN1C(=O)NC2(CCCC2)C1=O)NCc1ccccc1
  6	2	-2	-4	0.3	-12	-2	6
CCOc1ccc(/C=C2/SC(=S)N(n3c(C)ccc3C)C2=O)cc1
  41*	4	5	18	0.4	2	-9	-7
O=C(Nc1ccc(S(=O)(=O)N2CCCC2)cc1)Nc1ccc(F)cc1F
  16	37*	2	11	31	15	-4	1
Cc1ccc(Cl)cc1NC(=S)N(Cc1cccnc1)Cc1ccccc1Cl
  12	-7	-2	15	1.2	9	-16	5
CCOc1ccccc1N1CCN(C(=O)c2ccc(OCC(=O)N3CCOCC3)c(OC)c2)CC1
  11	1	-6	-8	0.2	8	-5	-7
O=C(COc1ccccc1C(=O)c1cnn(-c2ccccc2)c1)Nc1ccccc1
  1	-2	4	16	4.7	-20	22	-13
CC(=O)Nc1ccc(NC2CCCCC2NS(=O)(=O)c2ccc(Cl)cc2)cc1 (stereo unspecified)
  0	-1	5	-5	0.6	13	-3	0
CCN(CC)CC1CN(N=Cc2ccc([N+](=O)[O-])o2)C(=O)O1 (stereo unspecified)
  24	2	-5	20	-0.4	·	-3	·
CCCC1=C(C(=O)OCC)C(c2ccco2)C(C#N)=C(N)O1 (stereo unspecified)
  -38	0	2	-10	-1.9	-14	3	2
CCCCn1c(N)c(N(CC)C(=O)c2c(CC)noc2C)c(=O)[nH]c1=O
  3	1	-8	-9	1.3	-12	-4	7
C=CCn1c(SCC(=O)Nc2ccc3c(c2)OCO3)nnc1-c1ccccc1
  20	0	-2	26	-1.5	-5	10	7
CCOC(=O)c1c(NC(=O)c2c(C(=O)O)cccc2[N+](=O)[O-])sc(C)c1C
  13	0	-2	-19	-1.9	-22	-6	-1
CN(Cc1ccccc1C#N)S(=O)(=O)c1cccs1
  6	-5	4	25	1.8	-5	9	-5
Cc1ccc(CNC(=O)C(=O)NCC2OCCN2S(=O)(=O)c2ccc3c(c2)OCCO3)cc1 (stereo unspecified)
  -4	0	2	1	-0.5	-2	-11	-14
COC(=O)N/N=C/c1ccccc1OCCOc1ccc(OC)cc1
  10	0	-3	6	0.4	-11	-11	-3
CNC(=O)c1c(NC(=O)C(C)C)sc2c1CCC2
  -10	0	-2	15	1.6	-12	3	6
COc1ccc(CCCC(=O)Nc2ccc(F)cc2)cc1
  19	-3	8	4	0.2	-5	-5	0
O=C(CC1C(=O)NCCN1C(=S)Nc1ccccc1)Nc1ccc2c(c1)OCCO2 (stereo unspecified)
  2	3	14	-7	-2.2	11	17	12
COc1ccc(S(=O)(=O)Nc2ccccc2C(=O)N2CCCC2)cc1C
  8	2	-6	2	-0.6	-20	1	-5
O=C(N/N=C/c1cnc(N2CCCCC2)s1)c1ccc(C(F)(F)F)cc1
  -96	-1	-24	24	-0.1	0	3	5
Cc1nonc1OC(C)CNCCNc1ccc([N+](=O)[O-])cc1 (stereo unspecified)
  37	1	-3	-1	-0.5	-21	1	4
O=S(=O)(Nc1cccc(-c2cn3c(n2)SCC3)c1)c1ccccc1F
  1	-2	-5	-10	-0.6	-9	-6	-2
Cc1cccc(N(C(=O)Cc2cccs2)C(C(=O)NC2CCCC2)c2ccncc2)c1 (stereo unspecified)
  2	0	-6	15	0.4	-9	0	8
COc1ccc(OC(=O)c2ccc3nsnc3c2)cc1
  38	-2	8	0	-2.9	42	-5	59*
COc1ccc2c(c1)CC(N1CCN(C)CC1)c1cc(OC)ccc1S2 (stereo unspecified)
  15	-1	8	18	-5.5	-4	-2	9
CC(C(=O)Nc1ccc(S(=O)(=O)Nc2ncccn2)cc1)N1C(=O)c2ccccc2S1(=O)=O (stereo unspecified)
  8	-3	0	-13	-0.5	-4	-4	-2
Fc1ccccc1-c1cc2ncccc2cn1
  7	2	5	-8	-2.2	39	2	39
CC(=O)Nc1ccc(SCC(=O)c2ccc(Br)s2)cc1
  7	-2	1	33	0.4	4	-3	5
Cc1c(Cc2ccccc2)c(=O)oc2cc(OCC(=O)NC(Cc3ccc(Cl)cc3)C(=O)O)ccc12 (stereo unspecified)
  -191	-17	11	-31	2.0	0	-26	2
NS(=O)(=O)c1ccc(CNC(=O)c2ccc(Cl)c([N+](=O)[O-])c2)cc1
  23	1	-4	10	1.6	1	4	-5
Cc1ccc(C(=O)NC(C)C(c2cccs2)N2CCCC2)s1 (stereo unspecified)
  10	1	-5	-5	-5.0	-8	-7	-8
C=CCC[C@H](Cc1ccc(F)cc1)C(=O)OC[C@@H](NC(=O)[C@H](CC=C)CC(=O)NCCO)c1ccccc1
  6	-6	-1	21	0.5	-17	-11	-3
CC(C)n1c(=S)[nH]c2ccccc2c1=O
  28	1	11	-7	0.0	-5	8	-7
O=C1/C(=C\c2ccc(Br)o2)Cc2ccccc21
  -43	-7	6	2	-1.5	73*	21	22
C(=C\c1ccco1)/c1ccc2ccccc2n1
  -299	-5	-1	66*	4.4	-3	8	0
O=C(NN1CCOCC1)c1ccc(Br)cc1
  28	0	-7	-8	0.3	-3	3	2
COc1ccc(OCC(=O)NCc2nc(-c3ccccc3)no2)cc1
  0	-5	-2	-21	-0.8	·	0	·
Cc1ccc(CNC(=O)C2CCCN(S(=O)(=O)c3c(C)noc3C)C2)cc1 (stereo unspecified)
  11	-1	12	7	0.2	-26	2	-4
Cc1cc(C)n2nc(/C(C#N)=C/c3ccccn3)c(C#N)c2n1
  -232	-1	-4	14	-0.6	4	11	-5
O=C(Nc1cc(Cl)ccc1N1CCOCC1)c1ccc(N2CCCCC2)c([N+](=O)[O-])c1
  32	1	-4	-6	2.0	11	-3	0

Entries listed so far that have a Cl atom, in the order listed:
Results follow in this order: SENP8 inh	GRIN3A LBD mod	HKDC1 inh	PfGluPho inh	MPTP block	SENP6 block	ATG4B inhibitor	SENP7 inh
Cc1ccc(Cl)cc1NC(=S)N(Cc1cccnc1)Cc1ccccc1Cl
  12	-7	-2	15	1.2	9	-16	5
CC(=O)Nc1ccc(NC2CCCCC2NS(=O)(=O)c2ccc(Cl)cc2)cc1 (stereo unspecified)
  0	-1	5	-5	0.6	13	-3	0
Cc1c(Cc2ccccc2)c(=O)oc2cc(OCC(=O)NC(Cc3ccc(Cl)cc3)C(=O)O)ccc12 (stereo unspecified)
  -191	-17	11	-31	2.0	0	-26	2
NS(=O)(=O)c1ccc(CNC(=O)c2ccc(Cl)c([N+](=O)[O-])c2)cc1
  23	1	-4	10	1.6	1	4	-5
O=C(Nc1cc(Cl)ccc1N1CCOCC1)c1ccc(N2CCCCC2)c([N+](=O)[O-])c1
  32	1	-4	-6	2.0	11	-3	0

Later entries:
Results follow in this order: SENP8 inh	GRIN3A LBD mod	HKDC1 inh	PfGluPho inh	MPTP block	SENP6 block	ATG4B inhibitor	SENP7 inh
CCOc1cccc(C=NNc2ccc(S(=O)(=O)Nc3ccccc3C(=O)O)cc2[N+](=O)[O-])c1O
  19	17*	-4	-10	-0.1	12	25	-5
COc1ccc(NC(=O)C2CC(=O)n3c(nc4ccccc43)N2)cc1 (stereo unspecified)
  10	1	-6	1	-0.1	-6	3	5
CC1C/C(=N/NC(=O)c2cccc(F)c2)c2ccc(O)cc2C1 (stereo unspecified)
  2	0	-9	12	-0.6	5	3	-3
Cc1cc(C)nc(N2CCCC(CCC(=O)NCc3ccc(F)c(F)c3)C2)n1 (stereo unspecified)
  -43	-1	1	-9	-0.7	-50	24	-13
CCOc1ccc(CNC(=O)c2cccc(NC(=O)C3=C(C)OCCS3)c2)cc1
  6	4	-5	-7	0.2	-4	-8	-2
O=C(CSc1nc2ccccc2o1)NCC1CCCO1 (stereo unspecified)
  12	-2	-5	-7	-1.8	-18	1	-2
COc1ccccc1C(=O)NC(=O)COC(=O)Cn1[nH]c(=O)c2ccccc2c1=O
  -4	2	-3	14	-1.0	-6	-2	3
Cc1cccc(NC(=S)N/N=C/c2cccc([N+](=O)[O-])c2)c1
  30	150*	-4	8	-8.5	-8	-14	-10
NC(=O)Cn1cc(/C=N\NS(=O)(=O)c2ccc(F)cc2)c2ccccc21
  -2	6	-4	22	0.3	-16	0	-10
Cc1nn(-c2ccccc2)c2[nH]c(=O)cc(C(F)(F)F)c12
  -140	-12	1	4	2.2	1	-4	9
CSc1ccc(/C=C/c2ccc3cccc(O)c3n2)cc1
  -282	0	10	55	2.8	66*	4	36
CCOC(=O)c1c(S(=O)(=O)NCC(=O)N2CCN(c3ccc(OC)cc3)CC2)c(C)n(C)c1C
  -7	0	-3	-8	-1.0	-14	3	-10
COc1cccc(Cn2cc(N)cn2)c1
  30	1	16	27	1.5	19	-3	10
CCn1c(=N)c(S(=O)(=O)c2ccc(F)cc2)cc2c(=O)n3ccccc3nc21
  -469	0	5	-12	-18	3	-5	-8
COC(=O)Cn1ccc2cc(S(=O)(=O)N3CCCCCC3)ccc21
  -14	-2	-5	16	-1.5	0	-2	-2

In another format: results already given
SMILES	SENP8 inh	GRIN3A LBD mod	HKDC1 inh	PfGluPho inh	MPTP block	SENP6 block	ATG4B inhibitor	SENP7 inh
O=C(CCCN1C(=O)NC2(CCCC2)C1=O)NCc1ccccc1	6	2	-2	-4	0.3	-12	-2	6
CC(C)(C)c1ccc(CS(=O)CC(O)CO)cc1 (stereo unspecified)	5	-3	0	-2	-1.0	-4	-7	-1

Carrying on:
Results follow in this order: SENP8 inh	GRIN3A LBD mod	HKDC1 inh	PfGluPho inh	MPTP block	SENP6 block	ATG4B inhibitor	SENP7 inh
O=C1CCC(C(=O)N2CCOCC2)CN1Cc1ccc(Cl)cc1 (stereo unspecified)
  0	1	-1	7	-0.8	-9	-5	-12
COc1ccc(C(N)CCc2ccco2)cc1 (stereo unspecified)
  -169	-1	3	-9	2.2	-8	12	7
COc1ccc(CCNC(=O)C(=O)c2c(C)[nH]c3ccccc23)cc1
  8	0	-6	3	-0.3	-9	1	5
O=C(c1cc(-c2ccccc2)nn1-c1ccccc1)N1CCN(S(=O)(=O)c2ccc(F)cc2)CC1
  9	1	-4	12	0.5	-16	-3	-3
Clc1ccc(-n2nnnc2CN2CCCCC2)cc1Cl
  15	0	-10	-8	2.3	3	-5	-6
O=C(COC(=O)c1ccc(F)cc1F)Nc1ccc(Cl)cn1
  -1	2	-5	8	-0.4	4	-5	1
CC(CCc1ccccc1)NC(=O)COC(=O)CC1CC2CCC1C2 (stereo unspecified)
  17	-3	-8	7	1.0	-19	-5	10
Cc1cccc(-c2nnc(SCc3ccc(C#N)cc3)n2Cc2ccco2)c1
  10	-1	6	-2	1.1	-10	3	-8
CCC(=O)N(c1nnc(SCC(=O)c2ccc[nH]2)s1)C1CC1
  3	0	2	22	-0.9	-20	-3	3
Cc1ccc(S(=O)(=O)N2CCCCC2)cc1NC(=O)c1ccc2ccccc2n1
  14	3	-7	-9	-0.6	-27	3	-2
COCCNC(=O)/C(C#N)=C/c1ccc(OC(=O)c2cccs2)c(OC)c1
  -1	-1	1	13	1.0	·	-8	·
O=c1c2[nH]c3ccc(F)cc3c2nc2n1CCCS2
  -35	0	-6	-3	0.8	5	-8	-4
O=C1C=CCCC1
  -2	2	-1	19	-2.1	-15	-4	11
O=C(O)c1cccc2c1-c1ccccc1/C2=N\Nc1ccccc1
  22	-19	1	-16	0.3	17	12	6
O=C(Cc1csc(NC(=O)Nc2cccc(Cl)c2)n1)NCc1ccccn1
  7	0	2	5	14	-5	18	0
Cc1ccc(C(=O)N2CCN(c3cnn(C)c(=O)c3Cl)CC2)cc1
  18	-1	-4	-17	-0.2	10	2	3
CN(CC(=O)Nc1ccccc1Br)C(=O)CN1CCN(Cc2ccc(Cl)cc2)CC1
  5	4	-2	7	2.1	-19	-11	3
Cc1ccc(C(=O)Cn2c(C(=O)OCCO)cc3ccccc32)cc1
  17	-1	2	12	1.2	-3	-6	-8
